# MCF10A rerep – A quantitative high throughput screen for small molecules that induce DNA re-replication in MCF 10a normal breast cells | MCF 10A DNA re-replication, Hoechst nuclear intensity, 48 h | Potency, µM (titrated, usually from 46.1 µM), without a hit: top-dose activity, positive = re-replication, usual class: activators | actives 2.9% (n = 350,000) | AID 624296, 2012; note: % of control where 0% means no effect; nearly all actives have a fitted effect of over 50% in size
# S2 tox – Viability Counterscreen for Primary qHTS for Inhibitors of ATXN expression; Potency, µM (titrated, usually from 56.7 µM), usual class: cytotoxic; S2 cells (HEK-293 line with an ATXN2-luciferase reporter) viability, CellTiter-Fluor protease fluorescence, 24 h; AID 651635, 2014; actives 0.49% (n = 400,000); note: nearly all actives have a fitted effect of over 40% in size
# * = called active by the depositor; i = inactive; ? = inconclusive; . = no result given. Calls come from the whole dose curve; as a rule, active = well fitted curve in the direction sought with a large enough effect; inconclusive = small, poorly fitted or top-dose-only effect, or another doubt; inactive = no such curve, though single readings can be large; an effect the other way counts as inactive or inconclusive. Potency is the fitted concentration of half-maximal effect.
# Below each compound: MCF10A rerep, S2 tox
CCCNC(=O)OC[C@H]1O[C@H](CCO/N=C/[C@@H](OC)[C@H](C)/C=C/CC(=O)OC)C=C[C@@H]1Oc1ccc(OC)cc1
  11.3%, .
COCCn1c(-c2ccccc2)nc2c(c(=O)c3ccccc3n2C)c1=O
  15.4%, .
CCC1C(=O)NCCN1Cc1ccc2c(c1)CN(Cc1ccc(F)c(OC)c1)CCO2 (stereo not given)
  ., i
CCOC(=O)N1CCN(C(=O)c2ccc(-c3ccccc3OC)nc2N2CCC(N3CCCC(CO)C3)CC2)CC1 (stereo not given)
  ., i
CC(NC(=O)c1ccco1)c1nnc2n1CCN(Cc1cccc(Cl)c1)CC2 (stereo not given)
  ., i
COc1cccc(Cc2nc3cccnc3n2C2CCN(Cc3ccc(C)s3)CC2)c1
  ., i
CCC1CN(Cc2cn[nH]c2-c2ccc(F)cc2)Cc2cc(OC)ccc2O1 (stereo not given)
  ., i
C[C@H](N)CCCC(C)(C)O
  ., i
Cc1nc(C)c(C(=O)N2CCc3c(cnc(C)c3CNC(=O)c3cncs3)C2)s1
  ., i
COc1ccc2c(c1)NC(=O)C2CC(=O)N1CCOc2c(cc(-c3cnc4ccccc4c3)cc2OC)C1 (stereo not given)
  ., ?
O=C(c1cn(CC2CCCN(Cc3cc4ccccc4s3)C2)nn1)N1CCCC1 (stereo not given)
  ., i
CCC(=O)OCC(=O)[C@@]1(OC(=O)CC)[C@H](C)C[C@@H]2[C@H]3CCC4=CC(=O)C=C[C@]4(C)[C@]3(Cl)[C@@H](O)C[C@@]21C
  ., i
COCC(C)NCc1cc2ccc(OC)cc2nc1N1CCN(c2ccc(F)cc2)CC1 (stereo not given)
  ., ?
COC(=O)c1cccc(C(=O)N2CCc3c(C(=O)OC)c(OCc4ccccn4)cc(=O)n3CC2)c1
  ., i
CCCC(=O)N1CCCN(c2nc(N)c3cc(OC)c(OC)cc3n2)CC1
  ., i
COc1cc(=O)n2c(c1C(=O)N(C)Cc1nonc1C)CCN(Cc1cc(F)ccc1F)CC2
  ., i
CNC(=O)[C@@H]1C[C@H](Sc2nc3ccccc3[nH]2)CN1Cc1ccccc1C(F)(F)F
  ., i
COC(=O)c1c(OCc2cccnc2)cc(=O)n2c1CCN(C(=O)c1ccc(OC)c(F)c1)CC2
  ., i
COc1cc(=O)n2c(c1C(=O)NCc1ccco1)CCN(Cc1c(F)cccc1F)CC2
  ., i
Cc1ncc2c(c1CNC(=O)/C=C/c1cccs1)CCN(C(=O)C1CC(=O)OC13CCCCC3)C2 (stereo not given)
  ., i

# The final 2 records of the section before open the next one.
# Below each compound: MCF10A rerep, S2 tox
COc1cc(=O)n2c(c1C(=O)NCc1ccco1)CCN(Cc1c(F)cccc1F)CC2
  ., i
Cc1ncc2c(c1CNC(=O)/C=C/c1cccs1)CCN(C(=O)C1CC(=O)OC13CCCCC3)C2 (stereo not given)
  ., i
Cc1c(O)cc2c(c1C)O[C@](C)(CCC[C@H](C)CCC[C@H](C)CCCC(C)C)CC2
  ., i
CCCCc1cc2c(=O)c(C(=O)OC)c[nH]c2cc1OCc1ccccc1
  ., i
COc1ccccc1C1CN(Cc2c(C)nc3sccn23)Cc2ccccc2O1 (stereo not given)
  ., i
CCC(COC)NC(=O)c1cnn(-c2ncc3c(n2)-c2ccccc2CCC3)c1C (stereo not given)
  ., i
CC(O)(COc1ccccc1)c1ccc2c(c1)CN(Cc1cccc3ncccc13)CCO2 (stereo not given)
  ., i
COc1ccc(F)c(CN2CCC3(CCC(CNC(=O)c4cc(C)nn4C)O3)CC2)c1 (stereo not given)
  ., i
Cc1ccc2[nH]c(C(=O)NCc3nc(-c4cccc(NC(=O)c5cc(C)oc5C)c4)oc3C)cc2c1
  ., i
CC[C@@H](C)[C@@H](N)C1=N[C@H](C(=O)N[C@@H](CC(C)C)C(=O)N[C@@H](CCC(=O)O)C(=O)N[C@@H](C(=O)N[C@@H]2CCCCNC(=O)[C@@H](CC(N)=O)NC(=O)[C@@H](CC(=O)O)NC(=O)[C@@H](Cc3cnc[nH]3)NC(=O)[C@@H](Cc3ccccc3)NC(=O)[C@@H]([C@H](C)CC)NC(=O)[C@@H](CCCN)NC2=O)[C@@H](C)CC)CS1
  ., ?
CCC1CN(CCNC(=O)c2ccc(N3CCOCC3)cc2)Cc2cc(OC)ccc2O1 (stereo not given)
  ., i
COc1ccc2c(c1)-c1nc(-n3ncc(C(=O)N(C)CCO)c3C3CC3)ncc1CC2
  ., i
Cc1cc(C)c(C(=O)NCc2nc(-c3cccc(NC(=O)C4CCCN(C)C4)c3)oc2C)[nH]1 (stereo not given)
  ., i
CC(C)(C)CC(=O)OCC(=O)[C@@]12OC(C)(C)O[C@@H]1C[C@H]1[C@@H]3CCC4=CC(=O)C=C[C@]4(C)[C@@]3(F)[C@@H](O)C[C@@]12C
  ., i
COc1cc(-c2cccc(OC)c2OC)cc2c1OCCN(Cc1cn[nH]c1-c1ccc(Cl)cc1)C2
  ., ?
O=S(=O)(NCc1nc(N2CCCC2)c2cc(Cl)ccc2n1)c1ccccc1OC(F)(F)F
  ., ?
Cc1cc(CNC(=O)c2cnn(-c3nccc(-c4ccc5c(c4)OCO5)n3)c2C2CC2)on1
  ., i
Cc1nc(C(C)NC2CCN(c3cccc(NC(=O)c4ccncc4)c3)CC2)cs1 (stereo not given)
  ., i
Cc1c(C)c2c(c(C)c1O)CC[C@@](C)(C(=O)O)O2
  ., i
Cc1cnc(-n2ncc(C(=O)N(CCO)C(C)C)c2-c2cccs2)nc1-c1ccc(F)cc1
  ., i
Cc1cccc(CNC(=O)c2cnn(-c3ncc(C)c(-c4ccc(F)cc4)n3)c2C)n1
  ., i
C[C@@]12CCC(=O)C=C1CC[C@H]1[C@H]3CC[C@](O)(C(=O)CO)[C@]3(C)CC(=O)[C@@H]12
  ., i
CN1CCCC(CN(C)C(=O)c2cnn(-c3nccc(-c4ccccc4C(F)(F)F)n3)c2C2CC2)C1 (stereo not given)
  ., i
C[N+]1(C)CCC[C@H]1C(=O)[O-]
  ., i
Cc1nc(CC(=O)N2CCC(n3c(C4CCC4)nc4cccnc43)CC2)cs1
  ., ?
COC(=O)c1cc(CNC(=O)c2ccncc2)cc(NC(=O)c2ccccc2Cl)c1
  ., i
Cc1cnc(C)c(-c2ccc(F)c3c2OC(CNC(=O)Cc2c(F)cccc2F)C3)n1 (stereo not given)
  ., i
CC(C)c1c(C(=O)N(C)C2CCN(C)CC2)cnn1-c1nccc(-c2ccco2)n1
  ., i
COC(=O)[C@@H]1CCCN1C(=O)c1c(OC)cc(=O)n2c1CCN(Cc1cc(OC)ccc1F)CC2
  ., i
Cc1ncc2c(c1CNC(=O)c1ccc3c(c1)OCO3)CCN(C(=O)c1ccoc1)C2
  ., i
COc1ccc(CCN(C)C(=O)c2cnn(-c3nccc(-c4ccc(C)o4)n3)c2C)cc1OC
  ., i
Cc1nn(C)cc1CN1CCOc2ccc(C(C)(O)COc3ccccc3)cc2C1 (stereo not given)
  ., i
COc1cccc(C2(CC(=O)N3CCC(c4nc5ccc(F)cc5[nH]4)CC3)CC(=O)N(C)C2=O)c1 (stereo not given)
  ., i
COc1cc(OC)c2c(c1Cl)O[C@@]1(C2=O)[C@H](C)CC(=O)C[C@@H]1OC
  ., ?
COc1ccc(C(=O)NCCN2Cc3cc(C)ccc3OC(C)C2)c(OC)n1 (stereo not given)
  ., i
Cc1c(C(=O)NCCN2CCC(c3ccccc3)CC2)cnn1-c1nccc(-c2cccs2)n1
  ., 28.2µM*
c1ccc(Cc2nnc3n2CCN(Cc2cnc(-c4ccccc4)s2)CC3)cc1
  ., i
NCCCC[C@H](NC(=O)[C@@H]1CCCN1C(=O)[C@@H]1CSSC[C@H](N)C(=O)N[C@@H](Cc2ccc(O)cc2)C(=O)N[C@@H](Cc2ccccc2)C(=O)N[C@@H](CCC(N)=O)C(=O)N[C@@H](CC(N)=O)C(=O)N1)C(=O)NCC(N)=O
  ., i
COc1cccc(-c2cnc(-c3ccncc3)nc2C2CCN(C(=O)Cc3csc(C)n3)CC2)c1
  ., i
COC(=O)c1c(OCc2ccccn2)cc(=O)n2c1CCN(Cc1ccc3nsnc3c1)CC2
  ., i
CC[C@H](CC[C@H](C)[C@@H]1CC[C@@H]2[C@H]3CC=C4C[C@@H](O)CC[C@]4(C)[C@H]3CC[C@]21C)C(C)C
  ., i
O=C(OCCO)c1ccccc1O
  ., i

# Some of these compounds in order of length of the SMILES, low to high:
# Below each compound: MCF10A rerep, S2 tox
c1ccc(Cc2nnc3n2CCN(Cc2cnc(-c4ccccc4)s2)CC3)cc1
  ., i
COC(=O)c1cc(CNC(=O)c2ccncc2)cc(NC(=O)c2ccccc2Cl)c1
  ., i
COc1cc(OC)c2c(c1Cl)O[C@@]1(C2=O)[C@H](C)CC(=O)C[C@@H]1OC
  ., ?
CC[C@H](CC[C@H](C)[C@@H]1CC[C@@H]2[C@H]3CC=C4C[C@@H](O)CC[C@]4(C)[C@H]3CC[C@]21C)C(C)C
  ., i

# The list continues:
canonical_smiles,MCF10A rerep,S2 tox
Cc1cnc(C)c(-c2ccc3c(c2)CC(CNC(=O)Cc2c(C)[nH]c4ccccc24)O3)n1 (stereo not given),.,?
Cc1cnc(SCc2ccccn2)nc1C1CCCN(C(=O)c2coc3c2C(=O)CCC3)C1 (stereo not given),.,i
Cc1cnc(-n2ncc(C(=O)NCCc3cccnc3)c2C)nc1-c1ccc(F)cc1,.,i
CC(C)C(NS(C)(=O)=O)c1nnc2n1CCN(Cc1cccc3ncccc13)CC2 (stereo not given),.,i
COCc1ccc(CN2CCOc3ccc(C4=Cc5ccccc5C4)cc3C2)o1,.,i
OCCN1CCN(Cc2ccc3c(c2)CN(Cc2cccc4ncccc24)CCO3)CC1,.,?
COc1cc(CN2CCOc3ccc(CN4CCC(O)(c5cccnc5)CC4)cc3C2)ccc1F,.,i
COc1ccc(C(=O)NCCc2nnc3n2CCN(CC2CC=CCC2)CC3)cc1 (stereo not given),.,i
CSc1nnc(CCNC(=O)c2ccccc2C(F)(F)F)n1-c1ccc(F)cc1,.,i
OC1(c2cccnc2)CCN(Cc2ccc3c(c2)CN(Cc2cccc(F)c2F)CCO3)CC1,.,i
C[N+](C)(CCCOc1ccccc1)c1ccccc1,.,i
COC(=O)CC(NC1CCN(c2nc(C)c3cc4c(cc3n2)CCC4)CC1)C(=O)OC (stereo not given),.,i
CCn1c(-c2ccccc2F)nc2cc(C(=O)NCc3ccc(C)o3)cc(NC(C)=O)c21,.,i
Cc1cc(C(=O)NCc2nnc3n2CCN(Cc2ccc4c(c2)Cc2ccccc2-4)CC3)c(C)o1,.,?
COc1cc(=O)n2c(c1C(=O)N(C)Cc1nonc1C)CCN(C(=O)c1ccc(C)cc1C)CC2,.,i
Cc1ccccc1Cc1nc2cccnc2n1C1CCN(C(=O)CC2NC(=O)c3ccccc32)CC1 (stereo not given),.,?
COc1cc(=O)n2c(c1C(=O)NC(C)c1ccco1)CCN(C(=O)c1ccc(F)cc1Cl)CC2 (stereo not given),.,i
Cc1cnc(SCc2ccccn2)nc1C1CCCN(C(=O)c2ccc3c(c2)OCO3)C1 (stereo not given),.,i
CCN1CCCC1CNC(=O)c1cnn(-c2nccc(-c3ccccc3OC)n2)c1-c1ccco1 (stereo not given),.,i
CCNC(=O)c1cc(NC(=O)COC)cc2nc(-c3ccncc3)n(C)c12,.,i
Cc1cc(C)cc(NC(=O)C2CC23CCN(Cc2ccc4ncccc4c2)CC3)c1 (stereo not given),.,i
CCC(=O)O[C@H]1CC[C@H]2[C@@H]3CCc4cc(O)ccc4[C@H]3CC[C@]12C,.,?
Cc1cc(C)nc(S[C@H]2C[C@@H](C(=O)N3CCN(c4ccccc4F)CC3)N(Cc3ccccc3C(F)(F)F)C2)n1,.,i
C=CCSc1nnc(C2CCCN(Cc3ccccc3O)C2)n1C (stereo not given),.,i
O=C(NCC1(N2CCOCC2)CCCCC1)c1cnn(-c2nccc(-c3ccco3)n2)c1C1CC1,.,i
COc1ccccc1C1CN(CCNC(=O)c2sccc2Cl)Cc2ccccc2O1 (stereo not given),.,i
Cc1ncc2c(c1CNC(=O)CN1CCCC1)CCN(C(=O)c1ccc(F)cc1F)C2,.,i
Cc1ccc(C(=O)Nc2cccc(-c3nc(CNC(=O)c4cccc(C)c4C)c(C)o3)c2)s1,.,?
CCOC(=O)N1CCN(Cc2ccc3c(c2)CN(C(=O)c2cc(-c4ccccc4)on2)CCO3)CC1,.,?
COC(=O)C1CCN(Cc2ccc3c(c2)CN(C(=O)c2ccnn2C)CCO3)CC1,.,i
COc1cc(OC)cc(C(=O)NCC2Cc3cccc(-c4nc(C)cnc4C)c3O2)c1 (stereo not given),.,i
O=C(c1cccc(Cn2cccn2)c1)N1CCOc2c(cc(-c3csc4ccccc34)cc2OC2CCOC2)C1 (stereo not given),.,?
CCC1(C2CCN(C(=O)c3cc(C)cc(C)c3)CC2)NC(=O)N(CCc2scnc2C)C1=O (stereo not given),.,i
Cc1ccccc1C1(CC(=O)N2CCCCC2C)CC(=O)N(Cc2cccnc2)C1=O (stereo not given),.,i
O=C(c1cnsn1)N1CCOc2ccc(C(O)C(c3ccccc3)c3ccccc3)cc2C1 (stereo not given),.,i
COc1ccc2c(c1)CCc1cnc(-n3ncc(C(=O)N(C)CC4CCCN(C)C4)c3C)nc1-2 (stereo not given),.,i
Cc1cc(C(=O)Nc2ccccc2-c2nc(CNC(=O)c3sc(C)nc3C)c(C)o2)c(C)o1,.,i
CCC1CN(CCNC(=O)c2cccnc2OC)Cc2cc(OC)ccc2O1 (stereo not given),.,i

# Screens from PubChem BioAssay.

# This is a subset; the hit share may differ from the screen's.
